# KLK7 zymogen act = proKLK7 (human) activation, primary screen. actives 0.9% (n = 370,000). P49862. purified proKLK7, EDANS-DABCYL substrate fluorescence; 100% is mature enzyme control, 0% vehicle. activation, % at 7 µM;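 active means activation above the mean of all tested compounds plus 3 SD, computed per campaign excluding outliers beyond control limits, cut at about 13% in these data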
# Tn7 DDE FP = disrupts Tn7 cyclic peptide binding to fibrin D-Dimer-E complex; P02675; inhibition, % at 8.3 µM; actives 0.13% (n = 370,000); FP displacement of FITC-Tn7 peptide from fibrin DD(E); 0% = median of compound wells per plate;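 active means inhibition above the mean of compounds falling within the control limits plus 3 SD of them, cut at about 14% in these data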;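 further: 0% = plate median of compound wells and 100% = 10 µM Aha-Tn7 peptide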
#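 Assay system: Human clot-derived fibrin DD(E) complex | Buffer or medium: Tris/NaCl/CaCl2 buffer, pH 7.8 | Repeats: One replicate per compound | Benchmarks: Aha-Tn7 high control | Measure: % inhibition scaled between sample-field median and high-control FP | Schedule: 10 min plus 3 h, room temperature | Signal: Fluorescence polarization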
# UHRF1 binding = blocks human UHRF1 binding to methylated DNA. Q96T88. inhibition, % at 4.4 µM. actives 0.75% (n = 370,000). UHRF1 binding to methylated oligo, TR-FRET; in the data active means inhibition above about 21%;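 further: UHRF1 SRA domain binding a hemimethylated CpG hairpin DNA probe; 0% = median of test compound wells and 100% = reference inhibitor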
# ARFGAP1 inh = inhibitors of rat ARFGAP1; Q62848; Arfgap1-stimulated ARF1 GTP hydrolysis, GDP FP detection; inhibition, % at 16.5 µM; actives 0.26% (n = 360,000);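 active means inhibition above a per-plate limit, mean inhibition of low control wells plus 3 SD, cut at about 25% in these data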;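 further: 0% = DMSO wells with enzyme and 100% = wells lacking Arfgap1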
#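 Repeats: one replicate per compound; assay system: rat Arfgap1 catalytic domain, aa 1-136; times: enzyme reaction 120 min at 25 °C after 20 min preincubation; detection: FP of antibody-bound GDP Alexa 633 tracer, ex 620/em 688 nm; benchmarks: high control wells lacking Arfgap1, low control full reaction with DMSO; reagent: human ARF1(Δ1-17)-GTP substrate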
# MBD2 inh = MBD2-methylated oligo binding inhibition; Q9UBB5; TR-FRET, MBD2 binding to methylated oligonucleotide; inhibition, % at 4.4 µM; actives 0.31% (n = 370,000); in the data active means inhibition above about 13%
# ADAM17 inh = inhibits human ADAM17 | P78536 | recombinant ADAM17, EDANS/DABCYL FRET peptide cleavage | inhibition, % at 6.95 µM | actives 0.83% (n = 370,000) | AID 720648;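 active means inhibition above the mean of compounds lying between control limits plus 3 SD, set per campaign, cut at about 8.5% in these data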;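 further: 0% = DMSO-only wells as the low control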
# PLCg1 inh = inhibitors of human phospholipase C gamma1; P19174; purified PLC-gamma1, fluorogenic substrate, fluorescence; inhibition, % at 12.2 µM; actives 0.84% (n = 370,000); in the data active means inhibition above about 9.5%
# ASAP1 inh = ASAP1 ArfGAP inhibition; Q9ULH1; ASAP1-stimulated ARF1 GTP hydrolysis, GDP FP detection; inhibition, % at 16.5 µM; actives 0.19% (n = 360,000); in the data active means inhibition above about 25%;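 further: 0% = vehicle with enzyme and substrate and 100% = no enzyme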
# Tn6 DDE FP = inhibitors of Tn6 peptide binding to human fibrin DD(E). P02675. Fibrin DD(E) TRITC-Tn6 fluorescence polarization displacement. inhibition, % at 8.3 µM. actives 0.21% (n = 370,000). AID 720509;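 active means inhibition above a per-campaign cutoff: mean of compounds within control limits plus 3 SD, cut at about 15% in these data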;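 further: 0% = median of all compound wells on the plate and 100% = blocking peptide control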
# PLC-beta3 inh = PLC-beta3 (human) inhibition, primary screen | Q01970 | Purified PLC-beta3, fluorogenic substrate, fluorescence | inhibition, % at 12.2 µM | actives 0.18% (n = 370,000) | AID 720704; in the data active means inhibition above about 11%;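 further: 0% = median of compound wells on plate and 100% = full blocker control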
# Target sequence (Q01970 whole entry, looked up): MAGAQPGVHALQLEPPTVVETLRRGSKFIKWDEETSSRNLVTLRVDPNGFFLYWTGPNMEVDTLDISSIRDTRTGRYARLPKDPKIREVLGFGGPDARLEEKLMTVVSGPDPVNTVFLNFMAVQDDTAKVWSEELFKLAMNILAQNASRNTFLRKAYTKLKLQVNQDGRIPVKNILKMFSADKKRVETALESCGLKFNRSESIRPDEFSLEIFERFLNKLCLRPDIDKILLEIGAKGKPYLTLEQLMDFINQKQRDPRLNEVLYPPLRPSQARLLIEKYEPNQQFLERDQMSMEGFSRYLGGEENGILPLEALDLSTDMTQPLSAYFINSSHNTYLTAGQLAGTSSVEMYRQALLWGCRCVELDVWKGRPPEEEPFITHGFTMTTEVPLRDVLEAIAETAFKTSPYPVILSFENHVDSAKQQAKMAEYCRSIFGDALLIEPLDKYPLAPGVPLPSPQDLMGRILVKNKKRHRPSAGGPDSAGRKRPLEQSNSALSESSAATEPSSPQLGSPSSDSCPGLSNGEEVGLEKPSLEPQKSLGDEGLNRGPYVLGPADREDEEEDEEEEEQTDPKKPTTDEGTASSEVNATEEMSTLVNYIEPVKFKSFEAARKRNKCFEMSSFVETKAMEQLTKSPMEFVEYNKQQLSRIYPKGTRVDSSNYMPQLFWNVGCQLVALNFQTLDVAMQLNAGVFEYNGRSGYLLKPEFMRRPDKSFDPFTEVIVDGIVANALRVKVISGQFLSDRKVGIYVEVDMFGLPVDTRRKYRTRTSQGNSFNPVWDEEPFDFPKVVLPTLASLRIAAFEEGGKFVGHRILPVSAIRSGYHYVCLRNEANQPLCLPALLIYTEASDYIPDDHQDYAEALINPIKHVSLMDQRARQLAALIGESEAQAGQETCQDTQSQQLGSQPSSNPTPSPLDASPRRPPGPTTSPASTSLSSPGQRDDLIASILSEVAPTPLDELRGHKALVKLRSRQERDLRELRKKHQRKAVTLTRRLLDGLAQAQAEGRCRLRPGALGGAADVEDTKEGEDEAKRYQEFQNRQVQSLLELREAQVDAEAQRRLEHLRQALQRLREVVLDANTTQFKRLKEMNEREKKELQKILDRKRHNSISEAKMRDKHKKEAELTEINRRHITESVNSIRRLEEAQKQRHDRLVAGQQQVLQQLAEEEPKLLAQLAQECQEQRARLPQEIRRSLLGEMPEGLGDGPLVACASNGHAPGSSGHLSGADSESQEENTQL
# The depositor's hits bear a star.
molecule	MBD2 inh	Tn6 DDE FP	ASAP1 inh	UHRF1 binding	ADAM17 inh	PLC-beta3 inh	KLK7 zymogen act	ARFGAP1 inh	Tn7 DDE FP	PLCg1 inh
c1ccc(NC2=NCCS2)cc1	-1	-1	-5	1	-5	-4	0.0	12	8	-1
CN1CCN(C(=O)COc2ccc(S(=O)(=O)NCc3ccccc3)cc2Cl)CC1	1	10	-4	-2	-2	3	0.4	-7	-1	2
Cc1ccc(S(=O)(=O)N(C)c2ccc(C(=O)NCC3(N(C)C)CCCCC3)cc2)cc1	-3	8	-5	0	-2	-19	-0.1	0	9	0
CN(C)c1ccc(C(=O)N/N=C/C23CC[C@@H](O)CC2(O)CC[C@@H]2[C@@H]3CCC3(C)C(C4=CC(=O)OC4)CCC23O)cc1 (some centres not stated)	0	-3	-5	-3	-2	-7	-0.1	10	-1	-3
O=C1CCN(C(=O)CNC(=O)Cc2ccccc2)CC1	1	-3	-7	0	0	0	-0.3	5	5	-1
COc1ccc(CCn2c(O)c(/C=N/NC(=O)c3ccncc3)c(=O)[nH]c2=O)cc1OC	4	5	-1	-7	-5	-47	-1.9	5	-1	-40
CC(=O)OC1(c2ccccc2)CCN(C)CC1(C)C (configuration not stated)	0	1	-6	1	-4	-4	0.2	6	-3	2
CSC1=NP(=S)(SC)N2CCCC2=C1C#N (configuration not stated)	0	5	2	5	4	5	0.1	-5	-2	6
COc1ccc(CN2C(=O)NC(=O)/C(=C\c3cccc(OC)c3OC)C2=O)cc1	2	2	-2	-5	0	0	-0.1	1	-1	-6
COc1cc(C2(C#N)CCN(C)CC2)cc(OC)c1OC	-4	-4	14	1	2	7	0.2	-2	-4	6

# (continued)
molecule	MBD2 inh	Tn6 DDE FP	ASAP1 inh	UHRF1 binding	ADAM17 inh	PLC-beta3 inh	KLK7 zymogen act	ARFGAP1 inh	Tn7 DDE FP	PLCg1 inh
CC=C(C)C1(CCC)C(=O)NC(=S)NC1=O	-2	3	-9	0	-4	4	0.3	9	-8	1
CCCCCCCSc1cc(OC)c(CCN(C)C)cc1OC	-4	6	10	-2	0	4	0.5	-8	5	4
COc1cc(C(C)=O)ccc1OC(=O)N(C)c1ccccc1	1	2	-2	-2	-4	-7	-0.1	0	-5	-4
C=COCCn1c(C)c(C(=O)OCC)c2cc(O)ccc21	-2	0	10	2	1	-1	-0.1	8	-2	-2
COc1ccc(CCNC2(C#N)CCCCC2)cc1OC	1	-5	4	-1	-3	3	-0.2	-8	-1	3
Cc1cc(=O)oc2c(C)c(OCC(=O)N3CCN(Cc4ccccc4)CC3)ccc12	-7	-6	1	-4	-59	-41	0.5	1	4	-24
C=CCn1c(O)c(C(C)=NCCCN2CCOCC2)c(=O)[nH]c1=O	-3	10	-8	1	-4	2	-0.7	4	6	0
COc1ccc(-c2ccc3c(c2)CNCc2cnnn2-3)cc1	2	4	0	-1	-9	-15	1.8	6	4	-13
Cc1ccc(NC(=O)c2ccc(C)c(S(=O)(=O)N3CCCCC3)c2)nc1	-3	3	-9	1	0	-4	0.6	13	0	4
CCOC(=O)[C@]12Cc3cc(Cl)ccc3[C@H]1N(C(C)C)C(=O)c1ccccc12	-4	5	-5	-3	-4	-3	-0.3	-8	6	-2

# Additional compounds follow:
molecule	MBD2 inh	Tn6 DDE FP	ASAP1 inh	UHRF1 binding	ADAM17 inh	PLC-beta3 inh	KLK7 zymogen act	ARFGAP1 inh	Tn7 DDE FP	PLCg1 inh
C=CCC1(CC)C(=O)NC(=S)NC1=O	-4	9	1	-1	0	4	0.9	19	1	0
Fc1ccc(C(OCCN2CCCC2)c2ccc(F)cc2)cc1	-1	0	-10	1	-1	2	-0.6	1	-1	9
C[C@H]1OC[C@@H](C[N+](C)(C)C)O1	7	-5	-4	1	-4	-3	-0.1	2	2	3
CCOC(=O)[C@]12Cc3c(cc(OC)c(OC)c3OC)[C@H]1N(CCC(=O)OC)C(=O)c1ccccc12	1	-3	-6	-2	1	1	0.6	-10	-3	2
COC(=O)C1=C(c2cccc(OC)c2OC)C[C@@H]2CC[C@H]1N2C(=O)NCCO	-5	-6	4	-1	-1	0	-0.3	6	7	0
Cc1ccc2c(c1)cc1c(=O)n(CC(=O)N3CCC4(CC3)OCCO4)nc(C)n12	-11	0	7	-6	-20	-19	0.6	-14	9	-10
O=C1NC(=O)N(c2ccc3c(c2)OCO3)C(=O)/C1=C/c1ccc(N2CCCC2)o1	-24	0	9	-42	3	-4	-0.1	-10	-12	-4
O=C(CCl)NCC1CCCO1 (configuration not stated)	5	-5	-1	0	-4	-2	0.2	2	0	0
CCc1cc2c(N3CCN(C)CC3)ncnc2s1	9	1	6	-1	4	3	-0.1	6	-1	5
NNC(=O)c1ccc(Cl)cc1	1	-2	-2	1	0	1	-0.7	9	2	2

# More structures follow:
molecule	MBD2 inh	Tn6 DDE FP	ASAP1 inh	UHRF1 binding	ADAM17 inh	PLC-beta3 inh	KLK7 zymogen act	ARFGAP1 inh	Tn7 DDE FP	PLCg1 inh
CN1CC[C@@H]2CN[C@H](c3ccccc3)C[C@@H]21	-1	-2	-4	-2	-26	-26	0.1	-9	1	-20
COc1ccc2c3c1OC1C(=O)CC[C@@]4(O)[C@@H](C2)N(CC2CC2)CC[C@]314 (some centres not stated)	-2	1	-2	1	3	0	-0.6	0	2	2
O=[N+]([O-])c1cc(-n2cnnn2)c(O)c([N+](=O)[O-])c1	2	4	-9	-2	2	-9	-0.5	-2	3	0
CC12CC(c3ccccc3O1)C(C(=O)OCc1ccccc1)C(=O)N2 (configuration not stated)	1	1	2	-2	-6	-3	0.3	-9	1	1
Cc1ccc(CS(=O)(=O)CCC(=O)N2CCC3(CC2)OCCO3)cc1	-3	9	3	1	3	3	-1.0	-6	-5	2
CCn1c(O)c(C=NCCN2CCOCC2)c(=O)[nH]c1=S	2	-3	5	1	-4	-7	0.3	2	-4	1
CCN(CC)CC(=O)Nc1ccc(Cl)cc1C(=O)c1ccccc1	-2	7	-2	-2	3	-14	0.0	0	3	-14
Cc1cc2oc(=O)cc(-c3cc4ccccc4o3)c2cc1OC(=O)N(C)C	6	-6	7	0	-16	-35	-3.3	5	-1	-16
CCOCCCNC(=O)CN1C2CCC1CC(O)(c1ccc(OC)cc1)C2 (configuration not stated)	0	3	-9	1	2	1	0.1	10	-3	-1
O=C1NC(=S)NC(=O)C12C(c1ccccc1)NC(=S)NC2c1ccccc1 (configuration not stated)	-2	0	-15	-1	-4	0	-0.7	-3	7	0

# Following part:
molecule	MBD2 inh	Tn6 DDE FP	ASAP1 inh	UHRF1 binding	ADAM17 inh	PLC-beta3 inh	KLK7 zymogen act	ARFGAP1 inh	Tn7 DDE FP	PLCg1 inh
COc1cccc(CNC(=O)CCC(=O)N2C[C@H]3C[C@H](C2)c2cccc(=O)n2C3)c1OC	1	13	1	6	-2	4	-0.5	-10	7	0
Cc1ccsc1CNCCc1ccccc1F	-5	0	5	4	-1	-5	0.1	-4	-5	5
CC(CCc1ccccc1)NC(C)C(O)c1ccc(O)cc1 (configuration not stated)	3	-4	12	-1	-7	1	0.2	-1	-1	0
CC1(C)Cc2c(sc3c2C(=O)NC(c2cccnc2)N3)CO1 (configuration not stated)	1	-5	18	-1	-64	-99	-0.2	-2	2	-72
COC(=O)C1=C(c2ccc(F)cc2OCc2ccccc2)C[C@@H]2CC[C@H]1N2C(=O)NCc1ccc(C(F)(F)F)cc1	0	-5	1	1	11*	3	-0.1	8	-7	1
O=C(COc1ccccc1)N1CCN(C2CCCC2)CC1	2	5	10	1	0	6	0.3	-5	-7	1
CSCCC(c1nnnn1C1CCCC1)N1CCC2(CC1)C(=O)NCN2c1ccccc1 (configuration not stated)	2	-2	0	-1	0	2	0.1	-9	-2	1
Cc1cc(/C=C2\C(=O)NC(=O)N(c3ccc(Cl)cc3)C2=O)c(C)n1C	-4	0	12	4	-1	-6	0.1	11	-4	3
CC(=O)C1CCC2(O)C3CCC4=CC(=O)CCC4(C)C3CCC12C (configuration not stated)	1	8	0	1	1	6	0.4	15	0	3
CN(C)CCN=Cc1c(O)n(Cc2ccco2)c(=O)[nH]c1=O	0	-3	3	3	-4	2	0.1	7	1	2

# Four compounds picked at random from those above, as already listed:
molecule	MBD2 inh	Tn6 DDE FP	ASAP1 inh	UHRF1 binding	ADAM17 inh	PLC-beta3 inh	KLK7 zymogen act	ARFGAP1 inh	Tn7 DDE FP	PLCg1 inh
CSCCC(c1nnnn1C1CCCC1)N1CCC2(CC1)C(=O)NCN2c1ccccc1 (configuration not stated)	2	-2	0	-1	0	2	0.1	-9	-2	1
CC1(C)Cc2c(sc3c2C(=O)NC(c2cccnc2)N3)CO1 (configuration not stated)	1	-5	18	-1	-64	-99	-0.2	-2	2	-72
Cc1cc(/C=C2\C(=O)NC(=O)N(c3ccc(Cl)cc3)C2=O)c(C)n1C	-4	0	12	4	-1	-6	0.1	11	-4	3
COc1cccc(CNC(=O)CCC(=O)N2C[C@H]3C[C@H](C2)c2cccc(=O)n2C3)c1OC	1	13	1	6	-2	4	-0.5	-10	7	0

# Additional records:
molecule	MBD2 inh	Tn6 DDE FP	ASAP1 inh	UHRF1 binding	ADAM17 inh	PLC-beta3 inh	KLK7 zymogen act	ARFGAP1 inh	Tn7 DDE FP	PLCg1 inh
CC(=NCCO)c1c(O)n(C2CCCCC2)c(=O)[nH]c1=O	0	5	8	2	-3	2	-0.1	-8	-1	2
O=C1NC(=O)C(=CN2CCc3ccccc32)C(=O)N1	-2	-3	-7	-6	-28	-78	0.9	-9	4	-76
CCOC(=O)CC(SP1(=S)OCC2(CCCCC2)CO1)C(=O)OCC (configuration not stated)	0	6	-3	1	2	-3	-0.4	5	1	3
COc1ccc(CCNCc2cccn2C)cc1	0	-3	18	-2	1	-6	0.1	-8	1	-3
CCCCCCC(N)CC(=O)O (configuration not stated)	-2	13	-2	2	1	5	-0.2	4	2	4
CC1([N+](=O)[O-])COP(=O)(NCc2cccnc2)OC1 (configuration not stated)	-2	-1	-5	2	0	5	-0.2	-4	-9	3
CCCCCn1c(=O)c(C(=O)Nc2ncccc2C)c(O)c2ccccc21	3	-6	-5	3	-4	-7	0.7	8	1	2
O=C(Nc1cccc(Cl)c1)c1c(O)c2c(n(Cc3ccco3)c1=O)CCCC2	-3	-1	-9	1	0	4	0.6	10	5	-1
Cc1cc(C)cc(NC(=O)CCNC(=O)N2C[C@H]3C[C@@H](C2)c2cccc(=O)n2C3)c1	-1	3	-1	0	1	6	-0.1	4	-6	0
CN1C(=O)N(C)C(=O)C(CCc2ccncc2)(Cc2ccc3c(c2)OCO3)C1=O	-1	2	3	1	1	-9	-0.5	5	3	-1
COc1ccc(N2C(=O)CC(=O)NC2=O)cc1	-4	3	2	-3	-6	-5	0.1	-14	5	-6
CCOC(=O)[C@]12Cc3cc(OC)ccc3[C@H]1N(C)C(=O)c1ccccc12	2	-10	-13	-3	0	1	0.3	3	-2	4
O=C(Cn1c(NCCCl)nc2ccccc21)c1ccc(Br)cc1	2	-4	-3	1	-3	-7	-0.2	15	-2	1

# Screens: PubChem, The Scripps Research Institute Molecular Screening Center

# Not all compounds are listed. The share of hits here may be higher or lower than overall.
